mABHD4 FP: inhibits mouse alpha/beta hydrolase domain 4; purified mABHD4, FP-Rh probe fluorescence polarization; inhibition, % at 8.92 µM; actives 0.54% (n = 370,000); AID 720543;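 active means inhibition exceeding the mean over every tested compound plus 3 SD, cut at about 30% in these data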;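 further: 0% = plate median of compound wells and 100% = S159A mutant with DMSO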
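Assay system: mABHD4 protein; medium: HEPES pH 7.0, NaCl, Pluronic buffer; dosing: 8.92 µM, single dose; schedule: 45 min + 60 min at 25 °C; signal: FP readout, ex 525 nm / em 598 nm; read-out: normalized percent inhibition of probe labeling; repeats: single replicate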
LEDGF integ inh: blocks HIV-1 LEDGF/p75-dependent DNA integration. actives 0.64% (n = 370,000). inhibition, % at 3.7 µM. TR-FRET IN-LEDGF/p75 DNA integration, Eu/Cy5. AID 743269;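 active means inhibition above the screen-wide mean plus 3 SD, cut at about 13% in these data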;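 further: signal is the Cy5 over europium emission ratio at 671 and 618 nm; 0% = plate median of compound wells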
UHRF1 MBD2 ctr: blocks human UHRF1 binding to methylated DNA; Q96T88; UHRF1 binding to methylated oligo, TR-FRET; inhibition, % at 4.4 µM; actives 0.75% (n = 370,000); AID 687016; in the data active means inhibition above about 21%;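 further: UHRF1 SRA domain binding a hemimethylated CpG hairpin DNA probe; 0% = median of test compound wells and 100% = reference inhibitor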
Target sequence (Q96T88 whole entry, looked up, the tested form may be a part): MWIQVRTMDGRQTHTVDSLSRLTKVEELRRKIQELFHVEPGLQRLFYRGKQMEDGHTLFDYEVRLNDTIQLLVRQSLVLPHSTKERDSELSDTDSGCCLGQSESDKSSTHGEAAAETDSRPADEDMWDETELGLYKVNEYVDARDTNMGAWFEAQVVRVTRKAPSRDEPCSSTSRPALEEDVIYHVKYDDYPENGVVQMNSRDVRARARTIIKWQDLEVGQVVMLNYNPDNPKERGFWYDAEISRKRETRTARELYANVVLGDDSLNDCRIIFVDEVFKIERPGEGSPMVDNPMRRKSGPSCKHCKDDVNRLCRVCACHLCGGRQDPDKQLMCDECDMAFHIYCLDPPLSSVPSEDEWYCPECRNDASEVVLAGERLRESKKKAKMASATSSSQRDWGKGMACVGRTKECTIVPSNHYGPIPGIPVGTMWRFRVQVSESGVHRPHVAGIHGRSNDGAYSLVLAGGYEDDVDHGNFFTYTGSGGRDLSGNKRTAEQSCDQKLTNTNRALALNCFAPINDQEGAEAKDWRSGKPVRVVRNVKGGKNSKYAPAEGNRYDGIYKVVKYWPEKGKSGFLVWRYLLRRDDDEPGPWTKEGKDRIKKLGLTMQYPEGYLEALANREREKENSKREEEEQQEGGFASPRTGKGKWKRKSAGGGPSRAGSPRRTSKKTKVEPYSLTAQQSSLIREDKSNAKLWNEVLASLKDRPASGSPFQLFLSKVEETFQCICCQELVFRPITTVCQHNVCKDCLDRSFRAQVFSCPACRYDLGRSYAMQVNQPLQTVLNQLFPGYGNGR
MBD2 inh: MBD2-methylated oligo binding inhibition. Q9UBB5. actives 0.31% (n = 370,000). TR-FRET, MBD2 binding to methylated oligonucleotide. AID 686964. inhibition, % at 4.4 µM; in the data active means inhibition above about 13%
PRMT1 FP inh: PRMT1 (human) inhibition, primary screen | recombinant PRMT1, activity-based probe fluorescence polarization | inhibition, % at 2.79 µM | AID 652257 | actives 1.3% (n = 370,000) | Q99873;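 active means inhibition above about 21% made by adding two undisclosed values, limit read from the data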
PG9 Ab binder: PG9 antibody binding by small molecule; actives 0.43% (n = 360,000); TR-FRET gp120-PG9 antibody binding; AID 624416; inhibition, % at 6.7 µM; in the data active means inhibition above about 8.5%
NR1D1 modulator: Rev-erb alpha (human) modulation; P20393; Rev-erbα–FITC-DNA binding, fluorescence polarization, 90 min; activity, % at 10 µM; actives 0.79% (n = 370,000); AID 1259318;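 active means activity above about 14%, limit read from the data; passing the limit was not always enough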;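 further: 0% = DMSO wells with 35 nM protein and 100% = DMSO wells with 750 nM protein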
TCR CD3 inh: blocks the human TCR-CD3 interaction; TAMRA-labeled TCR probe fluorescence, biochemical; actives 0.37% (n = 360,000); AID 651800; inhibition, % at 9.4 µM; in the data active means inhibition above about 19%;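 further: recombinant mutant TCR 2C K166C tagged with TAMRA read by polarization; 0% = receptor in buffer alone and 100% = receptor with positive control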
HTRA1 inhibitor: blocks human HTRA1 serine peptidase; inhibition, % at 5.96 µM; recombinant HTRA1, FP-rhodamine activity-based probe, fluorescence polarization; AID 504803; Q92743; actives 0.5% (n = 340,000); in the data active means inhibition above about 36%;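 further: 0% = enzyme with DMSO and 100% = wells lacking enzyme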
rCAG binder: molecules binding r(CAG) RNA repeats; actives 1.3% (n = 370,000); r(CAG) RNA repeat, TO-PRO-1 dye displacement fluorescence; inhibition, % at 3 µM;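 active means inhibition above the plate cutoff, the mean of all test compounds on that plate plus 3 SD, cut at about 35% in these data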;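 further: 0% = DMSO alone and 100% = 100 µM mitoxantrone as full dye displacement; higher means more dye released from RNA so lower well fluorescence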
Starred values were filed as active, the others as inactive; / = not tested or not shown. The list is partial. The share of hits here may be higher or lower than overall.

Below each compound – mABHD4 FP	LEDGF integ inh	UHRF1 MBD2 ctr	MBD2 inh	PRMT1 FP inh	PG9 Ab binder	NR1D1 modulator	TCR CD3 inh	HTRA1 inhibitor	rCAG binder
1) Cc1ccc(NC(=O)C2CC(=O)N(c3ccc4c(c3)OCCO4)C2)cc1S(=O)(=O)N1CCCCCC1 (stereo unspecified)
    -10	6	-4	3	-3	0.5	9	-2	-21	4
2) Cc1noc2ncnc(Oc3ccccc3Cl)c12
    -12	4	7	1	6	2.9	-2	-1	7	-2
3) O=C(NC1CCCCCC1)C1c2ccccc2C(=O)N1CCCN1CCOCC1 (stereo unspecified)
    -4	-4	0	-3	-5	-1.0	1	6	3	0
4) COc1cc(C(=O)NCC(=O)N/N=C(\C)Cc2ccccc2)cc(OC)c1OC
    0	2	-2	-4	-1	-1.4	-4	8	0	-3
5) COc1ccccc1N(C(=O)c1snc(C(N)=O)c1N)C(C(=O)NCc1ccccc1)c1ccc(O)cc1 (stereo unspecified)
    -16	-2	0	0	1	2.3	4	-1	-16	7
6) O=C(NCc1ccc(OC(F)(F)F)cc1)C1CCC(=O)N(C2CC2)C1 (stereo unspecified)
    -12	2	3	-5	-3	-0.5	2	-1	2	0
7) CCOC(=O)C1CCN(c2cc(=O)n(C3CCCCC3)c(=O)[nH]2)CC1
    -1	1	0	0	-3	-1.0	5	2	3	0
8) COc1ccc2sc(-c3ccccc3OC)c(C#CCCO)c2c1
    -29	3	17	15*	2	0.9	-1	-11	-43	8
9) CCOC(=O)Cc1ccc(NCc2ccc(Cl)cc2)cc1
    8	-4	4	-2	-1	-0.1	-6	5	5	0
10) COC1=CC(=Cc2c(N)n3nc(CC(=O)N4CCOCC4)sc3nc2=O)C=C(OC)C1=O
    5	-4	1	-7	4	-7.5	20	-5	5	8
11) CCCc1nc2oc3c(=O)[nH]cnc3c2c2c1COC(C)(C)C2
    4	1	-1	-5	3	0.3	-1	3	4	2
12) CN=c1scc(-c2cccs2)n1/N=C/c1ccc(O)c(O)c1O
    56*	28*	8	4	40*	-2.9	0	28*	82*	61*
13) NS(=O)(=O)c1ccc(N=Nc2c(-c3ccccc3)[nH]n(-c3nc(-c4ccccc4)cs3)c2=O)cc1
    6	1	1	-3	-2	-1.1	12	-2	7	3
14) O=C(NCCCN1CCCC1=O)C1CCN(S(=O)(=O)c2ccc(F)cc2)CC1
    5	7	0	-9	-3	-3.6	-5	-2	5	1
15) CC(C)(C)OC(=O)NCC(=O)NNC(=O)C(C(=O)OCc1ccccc1)c1ccccc1 (stereo unspecified)
    -1	5	2	0	0	-1.2	2	3	1	-6
16) COc1cc(OC)cc(C(=O)N[C@H](C(=O)NNC(=O)c2ccc(Br)cc2)C(C)C)c1
    -11	0	-1	4	4	0.9	0	0	-3	6
17) COC(=O)N(C)C[C@@H]1OCc2cnnn2CCCC(=O)N([C@@H](C)CO)C[C@H]1C
    -2	3	3	4	3	-1.9	4	-3	0	0
18) COc1ccc(NC(=O)/C=C/c2ccc(OC)c(OC)c2)cn1
    1	-2	-2	2	4	1.4	4	-4	-3	-2
19) CCC(Oc1ccccc1)C(=O)Nc1nc2c(s1)C(=O)CC(C)(C)C2 (stereo unspecified)
    -13	2	-1	1	-4	0.5	0	-1	-3	5
20) COc1ccc(C(=O)NC2=NCCS2)cc1S(=O)(=O)N1CCCCC1C (stereo unspecified)
    5	2	1	-6	1	1.1	-4	5	2	-5
21) Cn1c(SCC(N)=O)nnc1C1CCN(C(=O)NCc2ccccc2)CC1
    3	0	-2	2	2	-0.1	3	5	-2	-1
22) CN(C)S(=O)(=O)c1ccc(C(=O)Nc2nnc(-c3cccs3)o2)cc1
    2	-1	0	-2	-1	-3.1	-3	1	0	11
23) CN(C)CCOCCOc1ccc(Cl)cc1C(C)(C)C
    9	3	3	3	-1	-0.1	1	-2	10	-7
24) Cn1c(=O)c(C(=O)NCC2CCCO2)c(O)c2ccccc21 (stereo unspecified)
    -5	4	-1	0	-1	-0.4	1	3	-12	-4
25) CCCCC(CC)CNS(=O)(=O)c1ccc2c(c1)CCN2C(=O)CCC(=O)O (stereo unspecified)
    -14	2	4	2	4	-2.4	-8	2	-7	33
26) Cn1c(C(=O)O)ccc1S(=O)(=O)N1CCCCCC1
    4	1	1	-6	-1	-1.3	-8	-3	5	0
27) CN(C)CCCNC(=O)c1cc(C(=O)c2ccccc2)c[nH]1
    8	-2	2	-5	6	0.9	8	3	8	-2
28) CCC(=O)Nc1cc(C(=O)O)ccc1S(=O)(=O)c1ccc(C)cc1
    14	3	13	2	20	-1.0	1	9	-3	9
29) O=C(Oc1cccc(N2C(=O)CCC2=O)c1)C1CC(=O)N(c2ccc(Br)cc2)C1 (stereo unspecified)
    -1	3	1	-1	-2	-1.6	4	-7	-4	2
30) CCn1c(SCC(=O)Nc2nc(C)c(C(=O)OC)s2)nnc1C(C)C
    -5	1	1	-6	0	-1.4	11	-4	9	-3
31) COc1cc(OC)c(OC)cc1CNC(=O)c1cc(S(=O)(=O)N2CCOCC2)ccc1F
    1	1	1	-3	1	-0.7	3	-5	5	1
32) NC(=O)CC(NC(=O)c1cccc(Br)c1)c1ccc(NC2CCN(Cc3ccccc3)CC2)c([N+](=O)[O-])c1 (stereo unspecified)
    1	-3	-2	-4	2	0.1	-4	6	-6	3
33) COc1ccc(S(=O)(=O)N2CCOCC2)cc1C(=O)Nc1ccc(N2CCCCCC2)cc1
    3	2	0	0	0	-5.9	-13	3	10	5
34) Cc1cc(N2CCCC2=O)cc(C)c1S(N)(=O)=O
    2	2	7	3	4	-1.1	-3	4	1	2
35) O=C1c2ccccc2C2(c3ccc(F)cc3)NCCN12 (stereo unspecified)
    6	-5	0	0	1	-0.4	5	-3	-9	-4
36) O=C(O)c1ccc(COc2ccc3ccccc3c2/C=C2/NC(=O)N(c3ccccc3)C2=O)cc1
    -33	2	-2	-3	0	-0.6	1	4	-32	74*
37) COc1cc(NC(=O)CSc2nc3c(c(=O)n(C)c(=O)n3C)n2C)cc(OC)c1
    2	-1	3	5	5	0.8	2	3	2	-3
38) NC(=O)CSc1nnc(Cn2cnc3ccccc32)o1
    3	-2	-1	-3	-3	-0.8	-1	2	2	0
39) Nc1nc(Sc2ncccc2[N+](=O)[O-])n[nH]1
    2	0	-5	-3	-2	1.0	0	-8	/	-1
40) COc1ccccc1NCCC(=O)OCC(=O)Nc1ccccc1F
    2	0	2	2	2	-2.0	-2	-5	5	1
41) O=C(COc1ccc(Br)cc1Br)NNC(=O)c1cccs1
    0	-1	3	-1	-2	-2.2	2	3	-1	1
42) COc1cccc2sc(N3CCN(C(=O)c4ccco4)CC3)nc12
    -4	-3	-1	-2	0	-0.6	-12	2	3	-4
43) O=C(COC(=O)C12CC3CC(CC(C3)C1)C2)NCc1ccco1
    5	6	-1	0	-2	-2.2	0	1	3	7
44) O=C(CCCN1CCc2[nH]c3ccc(F)cc3c2C1)c1ccc(F)cc1
    10	0	-1	4	-5	1.1	3	3	-13	-5
45) C[C@H](NS(=O)(=O)c1ccc(Cl)cc1)C(=O)OCC(=O)NC(=O)Nc1ccc2c(c1)OCCO2
    7	-4	1	2	0	-1.9	-11	8	4	8
46) COCCCn1cc(CN2CC=CS2(=O)=O)nn1
    -5	-1	14	11	9	/	2	/	/	3
47) COc1cc2c(cc1O)C(SC)=NC(C)(C)C2
    -6	-2	1	-2	-2	-1.6	0	7	6	0
48) CC1=C(C(=O)OCC(C)C)C(c2cccs2)NC(=S)N1 (stereo unspecified)
    -1	2	-2	1	3	0.2	-3	4	-6	-4
49) CN(CCN1CCOCC1)C(=O)CC1C(=O)NCCN1Cc1ccccc1F (stereo unspecified)
    6	2	3	0	0	0.4	-6	-5	-1	1
50) Cc1cccc(OCC(=O)Nc2ccccc2F)c1
    -1	0	-1	-2	0	-1.9	0	7	-4	1
51) O=C(COC(=O)C1=NN(c2ccccc2)C(=O)CC1)NCc1ccccc1Cl
    -2	1	0	-1	1	0.0	5	4	-6	1
52) COC(=O)CCC(=O)Nc1ccc(Br)cc1
    7	-1	2	2	0	-2.5	3	0	-4	1
53) CN(CC(=O)Nc1ccccc1Br)C(=O)CNC(=O)C1CCCCC1
    5	3	-2	1	0	-1.4	-9	6	7	-1
54) CC1=C(C)CS(=O)N(S(=O)(=O)c2ccccc2)C1 (stereo unspecified)
    -4	-2	1	-2	20	-1.9	2	5	-5	-1
55) c1cncc(-c2nc(NCCCn3ccnc3)c3ccccc3n2)c1
    3	4	-2	4	-2	-0.7	-1	1	-4	-3
56) Fc1ccccc1C1CCN(Cc2nc(COc3ccccc3)no2)C1 (stereo unspecified)
    -6	2	-1	-2	-4	-0.5	1	2	-10	-1
57) COc1ccc(N2CCN(C(=O)c3ccc(CS(=O)Cc4ccc(Cl)cc4)o3)CC2)cc1 (stereo unspecified)
    -14	-2	0	5	8	0.6	0	-4	1	-6
58) COc1ccc(CCNC(=O)COC(=O)c2cc(S(=O)(=O)N3CCOCC3)ccc2C)cc1OC
    -1	2	0	0	0	7.0	-1	0	9	2
59) CC(=O)Nc1ccc(NC(=O)C/C(C)=N/NC(=O)c2cccc3ccccc23)cc1
    1	-2	-2	2	-1	0.9	0	1	9	4

Nos. 43 through 44 of the list above:
Below each compound – mABHD4 FP	LEDGF integ inh	UHRF1 MBD2 ctr	MBD2 inh	PRMT1 FP inh	PG9 Ab binder	NR1D1 modulator	TCR CD3 inh	HTRA1 inhibitor	rCAG binder
43) O=C(COC(=O)C12CC3CC(CC(C3)C1)C2)NCc1ccco1
    5	6	-1	0	-2	-2.2	0	1	3	7
44) O=C(CCCN1CCc2[nH]c3ccc(F)cc3c2C1)c1ccc(F)cc1
    10	0	-1	4	-5	1.1	3	3	-13	-5

Screening results: PubChem, several laboratories
